FAS TE block = FAS thioesterase (human) inhibition; recombinant FAS-TE, OMFH fluorogenic substrate, fluorescence endpoint; P49327; inhibition, % at 15 µM; actives 0.67% (n = 360,000);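 active means compounds whose normalised, plate-corrected inhibition of enzyme fluorescence in the single-dose primary screen is 50% or more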;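 further: 0% = DMSO with enzyme and 100% = substrate without enzyme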
Neddyl block = blocks human cullin neddylation | TR-FRET cullin neddylation, biochemical | actives 0.58% (n = 360,000) | P61081+Q13564 | AID 651699 | calls only at 25 µM; in the data active means inhibition above about 36%
MsrA inhibitor = bovine MsrA inhibition; inhibition, % at 15.5 µM; actives 0.75% (n = 360,000); purified bovine MsrA, absorbance read-out; in the data active means inhibition above about 4.5%;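 further: 0% = vehicle wells with enzyme and 100% = reference inhibitor wells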
bovine MsrA act = activators of bovine methionine sulfoxide reductase A; purified bovine MsrA, absorbance read-out; AID 602163; actives 0.3% (n = 360,000); activation, % at 10.6 µM; in the data active means activation above about 7.5%;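 further: 0% = vehicle and 100% = reference activator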
PABP1 MLLE inh = inhibitors of microRNA-mediated deadenylation, human PABP1 MLLE binding | P11940 | GST-MLLE / FITC-PAM2 fluorescence polarization | inhibition, % at 20 µM | actives 0.36% (n = 360,000); in the data active means inhibition above about 35%, passing the limit was not always enough;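 further: plate controls were DMSO wells with GST-MLLE for no effect and wells lacking GST-MLLE protein for full effect; some results filed as inactive read as strong as hits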
CSN inh = CSN deneddylation inhibition; Q92905; Purified CSN, SCF-Nedd8-OG deneddylation, fluorescence polarization; inhibition, % at 12.5 µM; actives 0.38% (n = 360,000);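 active means pattern-corrected inhibition above about 35%, with an unprinted fluorescence ratio check between 0.5 and 1.5, limit read from the data, passing the limit was not always enough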;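 further: 0% = enzyme with substrate and 100% = substrate without enzyme; some results filed as inactive read as strong as hits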
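Test system: purified human Csn5 enzyme expressed in HEK293T cells. Amount: 0.24 nM enzyme. Reagent: SCFSkp2-Nedd8OG substrate at 10 nM final. Schedule: 90 min incubation of compound, enzyme and substrate at room temperature. Detection: fluorescence polarization. Read-out: % inhibition of substrate cleavage by Csn5.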
Rin1 Abl inh = blocks binding of human Rin1 to Abl. inhibition, % at 7.35 µM. TR-FRET Rin1/Abl binding, biochemical. P00519+Q13671. actives 0.4% (n = 360,000); in the data active means inhibition above about 5%, passing the limit was not always enough
Tb MetRS inh = Trypanosoma brucei MetRS inhibition; purified T. brucei MetRS, ATP depletion, Kinase-Glo luminescence; inhibition, % at 11.9 µM; actives 0.4% (n = 360,000); AID 624268;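 active means inhibition above a per-plate cutoff of the control wells' mean inhibition plus 3 SD, cut at about 5.5% in these data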;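 further: 0% = DMSO wells median and 100% = median of wells with control inhibitor compound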
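Assay system: T. brucei methionyl-tRNA synthetase, purified | Medium: HEPES buffer with MgCl2, KCl, DTT, spermine, BSA, pyrophosphatase | Compound: 11.9 µM single point | Incubation: 15 min enzyme-compound preincubation, 2 h reaction, 10 min detection, 25 °C | Measured by: Kinase-Glo luciferase luminescence reporting remaining unconsumed ATP | Measure: % inhibition normalized to control-well medians | Replication: Singlicate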
eLon inh = E. coli protease La inhibition. P0A9M0. purified E. coli Lon protease, fluorescence polarization. inhibition, % at 7.94 µM. actives 0.42% (n = 360,000); in the data active means inhibition above about 13%, passing the limit was not always enough;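 further: 0% = enzyme with probe and DMSO and 100% = no enzyme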
Starred values were filed as active, the others as inactive; i = inactive; . = no result given.

SMILES	FAS TE block	Neddyl block	MsrA inhibitor	bovine MsrA act	PABP1 MLLE inh	CSN inh	Rin1 Abl inh	Tb MetRS inh	eLon inh
Cc1ccc(CNc2cccnc2)cc1	-1	i	-1.3	-1	-8	-3	1	-0.7	-2
NS(=O)(=O)c1ccc(NNC(=O)c2ccccc2C(=O)O)cc1	-9	i	-0.6	0	-7	-1	-1	-0.6	1
CCCNC(=O)C(Cc1ccccc1F)NC(=O)c1ccccn1 (stereo not drawn)	-3	i	0.7	-6	9	2	3	-0.1	-5
O=[N+]([O-])c1cn(Cc2ccccc2)cn1	-10	i	-0.1	-3	16	-4	0	-0.4	-26
NNC(=O)c1cc2ccccc2[nH]1	-3	i	1.6	-13	-6	6	-1	0.8	9
O=C1NC(c2ccccc2)CCO1 (stereo not drawn)	-12	i	0.3	-8	0	-5	3	-0.4	4
Cc1cc(=O)[nH]c(SCC(=O)N2c3ccccc3CC2C)n1 (stereo not drawn)	-5	i	0.4	2	16	-2	-5	-0.2	-3
Cc1ccc(OCC(=O)NCCNC(=O)c2ccco2)cc1	-2	i	0.4	-2	-3	6	-2	-0.8	7
CCOc1ccc(NC(=O)CNC(=O)c2ccc(OC)c(OC)c2)cc1	-7	i	-1.5	-10	-16	-2	-2	-1.6	6
CCCn1c(SCCc2ccccc2)nc2c1c(=O)[nH]c(=O)n2C	3	i	0.1	-12	22	-1	1	-1.4	-11
COc1ccc(C(C)=O)cc1CC(=O)NCCCn1ccnc1	-3	i	0.4	3	-12	5	-2	0.0	-10
CNS(=O)(=O)c1cccc(C(=O)OCCCC(=O)c2ccccc2)c1	-1	i	-0.9	-3	8	-4	3	-0.1	-11
COc1ccc(CN2C(=O)C(CC(=O)NCC3CCCCC3)CC(C(=O)N(C(C)C)C(C)C)=C2C)cc1 (stereo not drawn)	-4	i	0.1	-9	0	0	3	-1.4	-2
CCNC(=O)C1CCCN(C(=O)c2cccc(C#N)c2)CC1 (stereo not drawn)	-4	i	-1.2	-1	5	1	0	-0.2	-15
O=C(Nc1ccccc1N1CCCCC1)c1cnccn1	13	i	0.6	-2	-6	1	-2	0.3	-3
O=C(CN1C(=O)c2ccccc2C1=O)OCc1nc2ccsc2c(=O)[nH]1	-8	i	-0.2	-5	14	-5	6	-0.1	-13
CCC(=O)N=C1SC2CS(=O)(=O)CC2N1c1cccc(OC)c1 (stereo not drawn)	-10	i	-0.2	-1	3	3	-3	-0.3	-8
Cc1c(Cl)cccc1NS(=O)(=O)c1cccc2nsnc12	-1	i	0.1	0	-5	-4	-5	-0.4	4
O=C(Nc1cccc2nsnc12)c1cc2c(cc1Cl)Sc1nccn1S2(=O)=O	11	i	-0.3	0	3	9	-2	0.1	-8
CCCCNc1ncnc2c1cnn2-c1ccccc1	-3	i	-0.3	3	6	1	1	0.1	-4
CCNC(=S)N1CCc2cc(OC)c(OC)cc2C1COc1ccc(OC)cc1 (stereo not drawn)	16	i	-1.5	-3	-133	-6	3	-0.4	8
COc1ccc(CC(=O)NNC(=O)c2ccco2)cc1OC	-6	i	0.8	-7	11	3	1	-0.8	6
CC(=O)Nc1ccccc1O	-2	i	-0.7	-9	-3	1	3	-2.0	-1
CN1OC[C@@H]2CN(S(=O)(=O)c3cccc(C(F)(F)F)c3)[C@H](c3ccc(-c4cc5ccccc5o4)cc3)C[C@@H]21	8	i	0.3	-4	-4	1	-3	-0.8	-8
COC(=O)c1ccc(OCC(O)CN2CCOCC2)cc1 (stereo not drawn)	-6	i	-0.4	-1	-1	-2	7	-0.7	0
Following part.
SMILES	FAS TE block	Neddyl block	MsrA inhibitor	bovine MsrA act	PABP1 MLLE inh	CSN inh	Rin1 Abl inh	Tb MetRS inh	eLon inh
CCOC(=O)[C@]12CCCC=C1N(CCC1=CCCCC1)C(=O)[C@H](CC(=O)NCc1ccccc1)C2	.	i	-0.7	.	.	2	.	-0.3	.
CN(Cc1cnn(C)c1)C(=O)c1cc(COc2c(F)cccc2F)on1	-3	i	-0.1	-2	8	2	0	0.2	-8
O=C(NCc1cccs1)C1CCN(S(=O)(=O)c2cccs2)CC1	0	i	-0.4	-2	0	5	0	0.1	3
Cc1ccc(/C=[N+](\[O-])c2ccccc2C)o1	-4	i	1.8	-2	13	1	-2	0.7	-8
O=C(Cn1nc(-c2ccccc2F)ccc1=O)Nc1ccc(S(=O)(=O)N2CCCCCC2)cc1	25	i	-0.5	1	7	-2	-3	0.2	-3
O=C1c2nc3cc(-c4ccco4)[nH]n3c(=O)c2CN1Cc1ccccc1	-2	.	-0.4	-2	12	51	-1	-0.5	-3
COc1ccc(N2CCN(Cc3nc4scc(-c5ccccc5)c4c(=O)[nH]3)CC2)cc1	18	i	-0.6	-14	-79	2	2	-1.8	-20
COC(=O)[C@H](CCSC)NC(=O)Cn1cnc2c(SC)nc(N)nc21	-3	i	0.3	-2	-1	3	-4	-1.7	-1
CS(=O)(=O)c1ccc(Cl)c(NC(=O)COc2ccc3c(c2)CCC3)c1	1	i	0.6	0	-24	-3	-2	-0.3	-7
Cc1cccc(C2CC3(CC(C)(C)NC(=S)N3)Oc3cc(O)ccc32)c1 (stereo not drawn)	-5	i	0.8	-5	-130	-7	8	-1.2	7
Cc1cc(C)c2c(c1)N[C@H](c1cccs1)[C@@H]1CCO[C@H]21	12	i	-0.5	-2	-8	-4	0	-0.6	6
CCC(C)C(NC(N)=O)C(=O)Nc1ccc(OCc2ccccc2)cc1 (stereo not drawn)	-9	i	-0.2	0	-2	0	-1	-0.1	0
CC(/C=C/c1ccc(O)cc1)=N/O	-5	i	0.6	0	-5	2	3	-0.7	2
O=C1CSC(=S)N1c1ccccc1	-4	i	-0.7	-3	5	2	-1	0.2	1
Cn1c(Cn2c(=O)sc3ccccc32)nnc1SCC(=O)NC1CCCC1	-7	i	-0.7	-12	1	0	-2	2.1	-4
Cc1ccc(S(=O)(=O)N2CCOC2CNC(=O)C(=O)NCCN(C)C)cc1 (stereo not drawn)	-6	i	1.0	-4	-8	0	-1	-0.1	-14
COc1ccc(C(=O)Nc2nc(-c3ccccc3)c(C(C)=O)s2)c(OC)c1	5	i	-0.6	-5	2	0	0	-0.1	-3
Cc1[nH][nH]c(=O)c1C(c1ccc([N+](=O)[O-])cc1)c1c(C)[nH][nH]c1=O	0	i	-0.6	-9	-11	4	-5	-0.8	7
CC(C)C(=O)N1CCC1(C)C(=O)Nc1ccc(-n2cncn2)cc1 (stereo not drawn)	-6	i	2.9	0	9	3	-1	-0.2	1
Cn1c(SCC(=O)N2CCCCC2)nc2cccnc21	-8	i	-0.7	-4	-6	-3	-1	0.1	0
O=C(CN1CCN(c2ccc(F)cc2)CC1)Nc1cccnc1Cl	4	i	0.5	-2	11	-2	5	-0.8	6
CN(CC(=O)Nc1cccc(F)c1)C(=O)c1cc(=O)[nH]c2ccccc12	-6	i	-0.5	-8	-27	3	2	-0.2	1
CN(C)C(CNC(=O)c1coc2ccccc2c1=O)c1ccccc1 (stereo not drawn)	-2	i	0.7	-4	-7	4	-2	-0.3	1
COc1ccccc1-c1cn(CC[C@@H]2CC[C@H](NC(=O)C3CCC3)[C@@H](CO)O2)nn1	.	i	0.2	.	.	0	.	-1.1	.
CC(=O)NCCNc1nc2cc(-c3cccc(Cl)c3)sc2c(=O)n1C	-5	i	1.5	-7	-10	1	-8	-0.2	-9

Of the compounds above, ten contain a halogen.
SMILES	FAS TE block	Neddyl block	MsrA inhibitor	bovine MsrA act	PABP1 MLLE inh	CSN inh	Rin1 Abl inh	Tb MetRS inh	eLon inh
CCCNC(=O)C(Cc1ccccc1F)NC(=O)c1ccccn1 (stereo not drawn)	-3	i	0.7	-6	9	2	3	-0.1	-5
Cc1c(Cl)cccc1NS(=O)(=O)c1cccc2nsnc12	-1	i	0.1	0	-5	-4	-5	-0.4	4
O=C(Nc1cccc2nsnc12)c1cc2c(cc1Cl)Sc1nccn1S2(=O)=O	11	i	-0.3	0	3	9	-2	0.1	-8
CN1OC[C@@H]2CN(S(=O)(=O)c3cccc(C(F)(F)F)c3)[C@H](c3ccc(-c4cc5ccccc5o4)cc3)C[C@@H]21	8	i	0.3	-4	-4	1	-3	-0.8	-8
CN(Cc1cnn(C)c1)C(=O)c1cc(COc2c(F)cccc2F)on1	-3	i	-0.1	-2	8	2	0	0.2	-8
O=C(Cn1nc(-c2ccccc2F)ccc1=O)Nc1ccc(S(=O)(=O)N2CCCCCC2)cc1	25	i	-0.5	1	7	-2	-3	0.2	-3
CS(=O)(=O)c1ccc(Cl)c(NC(=O)COc2ccc3c(c2)CCC3)c1	1	i	0.6	0	-24	-3	-2	-0.3	-7
O=C(CN1CCN(c2ccc(F)cc2)CC1)Nc1cccnc1Cl	4	i	0.5	-2	11	-2	5	-0.8	6
CN(CC(=O)Nc1cccc(F)c1)C(=O)c1cc(=O)[nH]c2ccccc12	-6	i	-0.5	-8	-27	3	2	-0.2	1
CC(=O)NCCNc1nc2cc(-c3cccc(Cl)c3)sc2c(=O)n1C	-5	i	1.5	-7	-10	1	-8	-0.2	-9

The listing continues.
SMILES	FAS TE block	Neddyl block	MsrA inhibitor	bovine MsrA act	PABP1 MLLE inh	CSN inh	Rin1 Abl inh	Tb MetRS inh	eLon inh
O=C(COC(=O)CNC(=O)c1ccco1)Nc1ccc(Cl)cn1	-5	i	-0.9	-1	7	-1	-1	-0.4	6
Cn1nc(C(=O)NCC(=O)Nc2ccc(F)c(F)c2)ccc1=O	-7	i	0.8	-9	3	2	1	-0.3	-5
COc1cc(C(=O)Nc2oc(-c3ccccc3)c(-c3ccccc3)c2C#N)cc(OC)c1OC	20	.	0.3	-2	-45	-2	-2	-0.1	7
COCC(=O)Nc1cc(C)cn(Cc2ccccc2Cl)c1=O	-5	i	0.3	-3	-8	0	1	0.0	-6
Cc1ccccc1NC(=O)CCN1C(=O)c2ccccc2C1=O	-4	i	-0.7	-8	-2	1	0	0.8	1
Cc1oc2c(cc(NS(=O)(=O)c3ccc(C(C)C)cc3)c3ccccc32)c1C(=O)O	-26	i	-1.2	2	126	7	3	0.6	-2
CCc1ccccc1NC(=O)CNC(=O)c1ccc(OCc2cn3ccccc3n2)cc1	-6	i	0.3	-4	-5	-1	2	0.0	-18
O=[N+]([O-])c1ccc(NCc2ccccn2)nc1	-2	i	1.9	-5	33	3	0	-0.2	5
CCN(CCCNC(=O)CN(C)S(=O)(=O)c1cccc2nsnc12)c1ccccc1	1	i	1.6	-1	2	0	-2	0.0	4
COc1ccc(CNC(=O)CN(Cc2ccc(F)cc2)C(=O)c2csnn2)cc1	0	i	0.2	-4	34	7	-1	-0.3	1
Cc1c(N=C2NN=C(c3c[nH]c4ccccc34)CS2)c(=O)n(-c2ccccc2)n1C	-17	i	4.5	-14	-13	4	0	-0.3	-1
CCOC(=O)C1Cn2c(nc3c(c2=O)C(C)(C)Cc2ccccc2-3)S1 (stereo not drawn)	14	i	0.5	-2	-4	-2	-1	-0.1	-6
COC(=O)C1=CN(c2ccc(Cl)cc2)C=C(C(=O)OC)C1c1ccc([N+](=O)[O-])cc1	41	i	0.7	0	11	-4	1	-0.2	-7
Cc1ccc(-c2ccccc2NC(=O)C2C3C=CC(C3)C2C(=O)O)o1 (stereo not drawn)	-8	i	-0.7	-7	2	2	-4	-0.3	1
O=C(Cc1ccc(S(=O)(=O)N2CCOCC2)s1)N1CCN(S(=O)(=O)c2cccc(F)c2)CC1	20	i	-0.1	-1	6	-2	3	0.3	-18
O=C(COC(=O)/C=C/c1ccccc1)Nc1cc(C(F)(F)F)ccc1N1CCOCC1	1	i	-1.1	-1	4	5	0	0.3	-4
COc1cccc(C(=O)Nc2cccc(-c3nnc(-c4ccco4)o3)c2)c1	14	i	-0.1	-3	0	7	-4	-0.9	-2
